# ASAP1 inh: inhibitors of human ASAP1 ArfGAP activity, primary screen, biochemical, fluorescence polarization. Arf-GAP with SH3 domain, ANK repeat and PH domain-containing protein 1 (Homo sapiens), …. ASAP1-stimulated ARF1 GTP hydrolysis, GDP FP detection. inhibition, % at 16.5 µM. actives 0.19% (n = 360,000). AID 624377, 2012; in the data active means inhibition above about 25%;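 further: 0% = vehicle with enzyme and substrate and 100% = no enzyme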
# TDP2 inh: human TDP2 enzyme inhibitors, primary screen, biochemical, epi absorbance, recombinant enzyme; T5PNP hydrolysis, p-nitrophenol absorbance 415 nm; inhibition, % at 12.8 µM; actives 0.34% (n = 370,000);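 active means inhibition above the mean of all tested compounds plus 3 SD, set per campaign, cut at about 25% in these data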;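 further: 0% = DMSO with enzyme and 100% = buffer with substrate but no TDP2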
#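 Assay system: Recombinant human TDP2 | Quantity: 120 nM TDP2 per well | Incubation: 2 h at 37 °C | Signal: Epi absorbance | Evaluation: Percent inhibition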
# SIAE inh: human SIAE inhibitors, primary screen, biochemical, fluorescence polarization, FP-Rh probe, 1536-well HTS; Sialate O-acetylesterase (Homo sapiens), Q9HAT2; SIAE FP-Rh probe binding; inhibition, % at 9.66 µM; actives 0.69% (n = 370,000);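 active means inhibition above a cutoff: mean of compounds within the control limits plus 3 SD of those, cut at about 17% in these data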;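 further: 0% = plate median of compound wells and 100% = probe without SIAE protein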
# Tn7 DDE FP: inhibitors of Tn7 peptide binding to fibrin DD(E), primary screen, biochemical, fluorescence polarization, human fibrin, Tn7 probe. Fibrinogen beta chain (Homo sapiens), P02675. FP displacement of FITC-Tn7 peptide from fibrin DD(E); 0% = median of compound wells per plate. inhibition, % at 8.3 µM. AID 720508, 2013. actives 0.13% (n = 370,000);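 active means inhibition above the mean of compounds falling within the control limits plus 3 SD of them, cut at about 14% in these data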;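 further: 0% = plate median of compound wells and 100% = 10 µM Aha-Tn7 peptide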
#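 Test system – human fibrin DD(E) · Times – 10 min preincubation, 3 h with tracer, room temperature · Detection – fluorescence polarization of the labelled Tn7 tracer · Measure – percent inhibition normalized to high-control wells · Benchmarks – high control wells with 10 µM unlabelled Aha-Tn7 peptide (full inhibition) · Repeats – singlicate testing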
# ADAM10 inh: human ADAM10 inhibitors, primary screen, biochemical, QFRET, HTS | inhibition, % at 7 µM | recombinant ADAM10, EDANS/DABCYL FRET peptide cleavage, 3 h | actives 0.62% (n = 370,000) | AID 720582, 2013;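 active means inhibition above a per-campaign cutoff equal to the mean of compounds falling between control-based bounds plus 3 SD, cut at about 20% in these data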;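 further: 0% = DMSO wells while the 100% control is not disclosed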
# DDE Tn6 FP inh: inhibitors of Tn6 peptide binding to fibrin DD(E), primary screen, biochemical, fluorescence polarization, human fibrin, Tn6 probe; Fibrinogen beta chain (Homo sapiens), P02675; actives 0.21% (n = 370,000); Fibrin DD(E) TRITC-Tn6 fluorescence polarization displacement; inhibition, % at 8.3 µM;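 active means inhibition above a per-campaign cutoff: mean of compounds within control limits plus 3 SD, cut at about 15% in these data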;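 further: 0% = median of all compound wells on the plate and 100% = blocking peptide control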
# ARFGAP1 inh: inhibitors of rat ARFGAP1 GAP activity, primary screen, biochemical, fluorescence polarization, GDP tracer. ADP-ribosylation factor GTPase-activating protein 1 (Rattus norvegicus), Q62848. Arfgap1-stimulated ARF1 GTP hydrolysis, GDP FP detection. inhibition, % at 16.5 µM. actives 0.26% (n = 360,000);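 active means inhibition above a per-plate limit, mean inhibition of low control wells plus 3 SD, cut at about 25% in these data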;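 further: 0% = DMSO wells with enzyme and 100% = wells lacking Arfgap1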
#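 Material: rat Arfgap1 catalytic domain, aa 1-136; also added: human ARF1(Δ1-17)-GTP substrate; compound dosing: one concentration, 16.5 µM, DMSO 1.26%; incubation: GTP hydrolysis reaction 2 h at 25 °C; measured by: Tracer-displacement fluorescence polarization with EDTA stop, 620/688 nm; evaluation: % inhibition from polarization; repeats: one replicate per compound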
# PLCb3 inh: human PLC-beta3 inhibitors, primary screen, biochemical, fluorescence; 1-phosphatidylinositol 4,5-bisphosphate phosphodiesterase beta-3 (Homo sapiens), Q01970; Purified PLC-beta3, fluorogenic substrate; inhibition, % at 12.2 µM; actives 0.18% (n = 370,000); in the data active means inhibition above about 11%;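 further: 0% = median of compound wells on plate and 100% = full blocker control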
# PLC-gamma1 inh: PLC-gamma1 enzyme inhibitors, primary screen, biochemical, fluorescence, purified enzyme; fluorogenic substrate; inhibition, % at 12.2 µM; actives 0.84% (n = 370,000); AID 720700, 2013; in the data active means inhibition above about 9.5%
# Target sequence (P19174 whole entry, looked up): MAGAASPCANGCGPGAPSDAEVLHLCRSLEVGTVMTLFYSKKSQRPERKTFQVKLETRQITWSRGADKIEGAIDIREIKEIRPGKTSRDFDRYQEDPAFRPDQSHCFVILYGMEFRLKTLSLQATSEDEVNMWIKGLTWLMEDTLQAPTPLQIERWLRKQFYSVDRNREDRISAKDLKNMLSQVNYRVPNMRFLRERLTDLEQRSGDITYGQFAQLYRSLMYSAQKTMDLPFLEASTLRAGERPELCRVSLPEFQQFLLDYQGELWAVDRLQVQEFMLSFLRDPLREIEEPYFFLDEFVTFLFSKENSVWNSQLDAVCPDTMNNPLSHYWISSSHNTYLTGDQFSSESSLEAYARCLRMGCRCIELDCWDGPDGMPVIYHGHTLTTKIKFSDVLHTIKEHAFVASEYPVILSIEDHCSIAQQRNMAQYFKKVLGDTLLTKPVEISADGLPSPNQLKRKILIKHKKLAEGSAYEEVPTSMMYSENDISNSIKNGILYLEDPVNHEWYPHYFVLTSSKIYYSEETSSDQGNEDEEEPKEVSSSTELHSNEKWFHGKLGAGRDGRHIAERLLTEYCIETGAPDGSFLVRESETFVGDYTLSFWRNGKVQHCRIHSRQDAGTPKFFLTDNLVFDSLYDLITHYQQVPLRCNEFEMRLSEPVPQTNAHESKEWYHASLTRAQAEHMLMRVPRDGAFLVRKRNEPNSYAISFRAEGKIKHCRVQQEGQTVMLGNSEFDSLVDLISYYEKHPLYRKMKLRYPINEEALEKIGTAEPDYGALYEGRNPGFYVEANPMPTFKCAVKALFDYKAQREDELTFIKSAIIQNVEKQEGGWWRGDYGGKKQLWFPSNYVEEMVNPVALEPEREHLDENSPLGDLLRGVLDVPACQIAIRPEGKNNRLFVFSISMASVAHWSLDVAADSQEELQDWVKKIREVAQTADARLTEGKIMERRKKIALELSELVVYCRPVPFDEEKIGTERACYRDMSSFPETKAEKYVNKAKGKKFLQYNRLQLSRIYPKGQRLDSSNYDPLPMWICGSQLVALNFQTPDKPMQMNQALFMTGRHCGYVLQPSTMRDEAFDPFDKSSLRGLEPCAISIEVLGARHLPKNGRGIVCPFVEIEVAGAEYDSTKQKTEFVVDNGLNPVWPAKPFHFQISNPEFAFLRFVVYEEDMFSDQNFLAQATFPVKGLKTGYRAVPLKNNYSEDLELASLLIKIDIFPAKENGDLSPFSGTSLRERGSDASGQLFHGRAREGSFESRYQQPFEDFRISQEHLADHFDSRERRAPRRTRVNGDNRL
# ADAM17 inh: ADAM17 inhibitors, primary screen, biochemical, QFRET; Disintegrin and metalloproteinase domain-containing protein 17 (Homo sapiens), P78536; inhibition, % at 6.95 µM; actives 0.83% (n = 370,000); recombinant ADAM17, EDANS/DABCYL FRET peptide cleavage;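 active means inhibition above the mean of compounds lying between control limits plus 3 SD, set per campaign, cut at about 8.5% in these data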;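 further: 0% = DMSO-only wells as the low control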
# * = called active by the depositor; i = inactive.
SMILES	PLC-gamma1 inh	ASAP1 inh	PLCb3 inh	DDE Tn6 FP inh	ARFGAP1 inh	Tn7 DDE FP	SIAE inh	TDP2 inh	ADAM17 inh	ADAM10 inh
CCOC(=O)c1c(C)[nH]c(C(=O)OC(C)C(=O)Nc2ccc(C)cc2)c1C (stereo not drawn)	1	-5	2	-1	8	1	-4	5	-2	-9
Cc1ccc(NC(=O)c2ccc3nc[nH]c3c2)nc1	-1	17	-5	6	-1	0	3	-4	3	5
COc1ccc(/C(O)=C2\C(=O)C(=O)N(CCN3CCOCC3)C2c2ccccc2OC)cc1 (stereo not drawn)	-5	-2	-2	9	-1	1	-1	1	-4	-15
CCN(CC)C(=O)[C@H]1CC(CC(=O)NCCc2ccccn2)C(=O)N2CCc3c([nH]c4ccc(OC)cc34)[C@]12C (stereo partly drawn)	0	-3	3	4	4	-3	5	4	-5	-4
O=S(=O)(Cc1ccc(Cl)cc1)Nc1ccc2c(c1)OCO2	0	-3	-2	-3	16	-9	6	4	-8	0
O=C(Nc1ccc(C(=O)O)cc1)/C(=C\c1ccco1)NC(=O)c1ccco1	-43	-14	-81	-7	-2	8	-2	2	-3	-3
CC(C)C[C@H]1CN(CCCC[C@@H]2CNC(=O)C(=O)N2CC2CCCCC2)C(=O)C(=O)N1CC1CCCCC1	-2	-8	1	5	3	0	-2	7	-3	-11
Cc1cccc(N2CCN(C(=O)c3cccc(NC4=NC5CS(=O)(=O)CC5S4)c3)CC2)c1C (stereo not drawn)	1	-5	1	-4	2	2	-3	-8	-1	3
O=C(O)c1c(Cl)c(Cl)c(Cl)c(Cl)c1C(=O)N1CCCCCC1	-2	0	-8	2	2	5	-8	-5	-7	-2
O=C(CSc1nc(=O)n(CCN2CCOCC2)c2c1CCCC2)Nc1ccc(F)cc1F	-10	-15	-3	-1	-7	7	1	-1	-3	-8
COc1ccc(NC(=O)c2ccco2)cc1S(=O)(=O)N1CCCCC1	1	-1	-5	-2	2	-6	3	7	-4	-12
CCN(CC)c1ccc(Nc2cc3n(c(=O)n2)CCc2cc(OC)c(OC)cc2-3)cc1	-162	-2	-223	-3	3	-3	1	-24	-56	-122
CC(C)CC(=O)Nc1c2c(nn1-c1ccc(F)cc1)CS(=O)C2 (stereo not drawn)	-1	-6	-7	1	0	-1	1	1	0	3
O=C(NCCN1CCOCC1)Nc1ccc(Cl)cc1Cl	-1	-6	3	1	10	-5	-1	-8	0	6
COc1ccc(NC(=O)c2ccncc2)cc1S(=O)(=O)N1CCCCC1	-2	-7	2	-4	-8	8	2	2	-3	-2
CCOC(=O)c1cc2sccc2n1Cc1ccc(C#N)cc1	-2	6	-6	7	-4	-5	-3	3	-1	11
CC1Cc2ccccc2N1C(=O)COC(=O)c1ccc(Cl)c(S(=O)(=O)N2CCOCC2)c1 (stereo not drawn)	2	-2	0	-3	10	0	8	-6	4	-2
Cc1c(C)c(C)c(CO/N=C/c2cccs2)c(C)c1C	0	-7	-7	1	2	-3	3	11	-2	0
COc1ccc(CNC(=O)CCC(=O)N2CC(C)Oc3ccccc32)cc1 (stereo not drawn)	1	-10	0	9	-5	-1	0	19	-3	-7
COC(=O)c1cc(OC)c(OC)cc1NC(=S)Nc1cccc(Cl)c1	-3	11	-3	-6	-1	-2	0	2	-1	3
COc1ccc(C)cc1S(=O)(=O)NC1CCCCC1	-2	2	1	1	6	0	-2	4	-5	-1
CC1=C(C(=O)OC(C)C)C(c2c[nH]c3ccccc23)n2ncnc2N1 (stereo not drawn)	2	7	3	-5	3	3	-6	-2	-2	-5
O=C(COc1ccc(Cl)cc1)NC1CC1	-2	8	-5	8	-1	3	9	11	0	1
Cc1onc(-c2c(F)cccc2Cl)c1C(=O)NCc1ccc2c(c1)OCO2	1	1	-8	0	12	-5	7	11	3	-2
O=C(c1ccc2c(c1)N(Cc1ccccc1)CCS2)N1CCCCC1	-500	-5	i	3	-1	0	9	-22	-144	i

# A stretch taken from the entries so far, for reference:
SMILES	PLC-gamma1 inh	ASAP1 inh	PLCb3 inh	DDE Tn6 FP inh	ARFGAP1 inh	Tn7 DDE FP	SIAE inh	TDP2 inh	ADAM17 inh	ADAM10 inh
CCOC(=O)c1cc2sccc2n1Cc1ccc(C#N)cc1	-2	6	-6	7	-4	-5	-3	3	-1	11
CC1Cc2ccccc2N1C(=O)COC(=O)c1ccc(Cl)c(S(=O)(=O)N2CCOCC2)c1 (stereo not drawn)	2	-2	0	-3	10	0	8	-6	4	-2

# Later entries:
SMILES	PLC-gamma1 inh	ASAP1 inh	PLCb3 inh	DDE Tn6 FP inh	ARFGAP1 inh	Tn7 DDE FP	SIAE inh	TDP2 inh	ADAM17 inh	ADAM10 inh
COc1ccc(Nc2cc(Nc3ccccc3)ncn2)cc1	1	16	-1	-3	8	-3	-1	-10	1	4
Cc1ccccc1Nc1c(-c2cccnc2)nc2ccc(Br)cn12	-5	12	-16	6	4	4	3	7	-3	0
COC(C(=O)Nc1ccc(S(=O)(=O)Nc2c(C)cccc2C)cc1)c1ccccc1 (stereo not drawn)	1	-5	3	4	7	3	-8	-10	4	7
COc1ccccc1Nc1ccc2c(O)cc(S(=O)(=O)O)cc2c1	-78	1	-113	5	-6	2	28*	0	-14	-66
O=C(c1ccc2c(=O)n3c(nc2c1)CCCCC3)N1CCCCC1	0	-7	-7	3	-2	2	-12	6	-3	2
C/C(=N\Nc1nc2ccc(Cl)cc2o1)c1ccccc1	2	3	-5	2	-4	1	-3	8	-1	1
CC(C)CC(=O)N1CC=CC[C@@H](c2ccc(Cl)cc2)N(Cc2ccc(Cl)cc2)C(=O)[C@@H]1Cc1ccccc1	0	-8	-2	-4	5	4	-10	-2	-3	13
COc1ccc(-c2ocnc2C(=O)Nc2ccccc2N2CCCCC2)cc1	-30	1	-41	3	0	9	-4	2	-11	-37
COc1cc(C(=O)N2CCC(O)(c3ccccc3)CC2)cc(OC)c1OC	1	9	-4	-7	10	9	-1	-11	0	0
Cc1cccc(-c2noc(CN(C(C)C)S(=O)(=O)c3ccc(F)cc3)n2)c1	4	13	8	2	10	-6	-1	-5	6	13
Cn1c(=O)oc2cc(S(=O)(=O)N3CCN(C(=O)c4ccco4)CC3)ccc21	-1	-2	3	2	-1	-5	-4	9	-2	5
Cc1cc(SCC(=O)c2ccccc2)nc(=O)[nH]1	-15	13	-43	-3	-1	-1	-3	-8	-4	-18
CCCn1c(SCc2cc(=O)oc3ccc4ccccc4c23)n[nH]c1=O	-31	-9	-35	-3	-1	2	7	8	-38	-146
COC(=O)C1CCN(C2CN(Cc3ccc([N+](=O)[O-])cc3)S(=O)(=O)C2)CC1 (stereo not drawn)	-1	-7	2	1	-17	-3	-4	5	0	-3
COc1ccc(CNC(=O)C(c2ccco2)N(Cc2ccccc2)C(=O)Cc2cccs2)cc1 (stereo not drawn)	2	-5	4	-1	-6	0	4	7	-2	6
O=C(CSc1ccc(-c2ccncc2)nn1)N1CCCCC1	-2	-7	-6	-3	1	1	-8	-10	-5	1
COCc1ccc(CN2CCc3c([nH]c4ccccc34)C2CC(C)C)o1 (stereo not drawn)	-120	-3	-181	1	0	1	2	-8	-32	-68
O=C1/C(=C/c2cccnc2)N=C2CCCCCN12	3	11	7	-3	3	2	-9	-19	6	-1
O=C(Nc1ccccc1-c1nnn(CC(=O)N2CCOCC2)n1)c1ccccc1F	1	1	0	0	5	0	-1	1	0	2
COc1ccccc1N1CCN(C(=O)CSc2ncnc3scc(-c4ccccc4)c23)CC1	3	5	1	-3	-2	2	-4	1	6	11
Cc1ccc(N(CC(=O)N2CCOCC2)S(C)(=O)=O)cc1Cl	2	7	0	-11	9	-2	7	2	-4	-2
COc1ccc(N2C(=O)CN=C2Nc2cccc(C)c2C)cc1OC	1	2	7	1	7	1	3	-1	1	5
CCOC(=O)c1cnn(-c2nc3c(C)cccc3s2)c1C(F)(F)F	1	-2	1	-10	-1	-5	4	2	-2	-3
S=C(Nc1ccccc1Cl)N1CCCC1	-4	5	-4	-3	1	2	0	-12	-10	-7
CCOC(=O)c1cc2cc3ccccc3cc2oc1=O	-203	7	-264	-1	-10	-5	0	9	-5	-17
CC(OC(=O)c1cc2sccc2n1C)C(=O)NCc1cccs1 (stereo not drawn)	-3	1	-1	-8	2	7	-5	-1	0	1

# In the list so far, these contain an NH in an aromatic ring.
SMILES	PLC-gamma1 inh	ASAP1 inh	PLCb3 inh	DDE Tn6 FP inh	ARFGAP1 inh	Tn7 DDE FP	SIAE inh	TDP2 inh	ADAM17 inh	ADAM10 inh
CCOC(=O)c1c(C)[nH]c(C(=O)OC(C)C(=O)Nc2ccc(C)cc2)c1C (stereo not drawn)	1	-5	2	-1	8	1	-4	5	-2	-9
Cc1ccc(NC(=O)c2ccc3nc[nH]c3c2)nc1	-1	17	-5	6	-1	0	3	-4	3	5
CCN(CC)C(=O)[C@H]1CC(CC(=O)NCCc2ccccn2)C(=O)N2CCc3c([nH]c4ccc(OC)cc34)[C@]12C (stereo partly drawn)	0	-3	3	4	4	-3	5	4	-5	-4
CC1=C(C(=O)OC(C)C)C(c2c[nH]c3ccccc23)n2ncnc2N1 (stereo not drawn)	2	7	3	-5	3	3	-6	-2	-2	-5
Cc1cc(SCC(=O)c2ccccc2)nc(=O)[nH]1	-15	13	-43	-3	-1	-1	-3	-8	-4	-18
CCCn1c(SCc2cc(=O)oc3ccc4ccccc4c23)n[nH]c1=O	-31	-9	-35	-3	-1	2	7	8	-38	-146
COCc1ccc(CN2CCc3c([nH]c4ccccc34)C2CC(C)C)o1 (stereo not drawn)	-120	-3	-181	1	0	1	2	-8	-32	-68
